SIAE inh: human SIAE inhibitors, primary screen, biochemical, fluorescence polarization, FP-Rh probe, 1536-well HTS; actives 0.69% (n = 370,000); SIAE FP-Rh probe binding; AID 1053197, 2014; inhibition, % at 9.66 µM;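 active = inhibition above a cutoff: mean of compounds within the control limits plus 3 SD of those, cut at about 17% in these data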;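 also: 0% = plate median of compound wells and 100% = probe without SIAE protein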
UHRF1 binding: UHRF1 methylated DNA binding inhibitors, primary screen, counter-screen for MBD2 inhibitor project, biochemical, TR-FRET, human UHRF1, single concentration; E3 ubiquitin-protein ligase UHRF1 (Homo sapiens), Q96T88; UHRF1 binding to methylated oligo; inhibition, % at 4.4 µM; actives 0.75% (n = 370,000); AID 687016, 2013; in the data active = inhibition above about 21%;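 also: UHRF1 SRA domain binding a hemimethylated CpG hairpin DNA probe; 0% = median of test compound wells and 100% = reference inhibitor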
HTRA1 inhibitor: HTRA1 serine protease inhibitors, primary screen, biochemical, fluorescence polarization, HTS; Q92743; inhibition, % at 5.96 µM; AID 504803, 2011; recombinant HTRA1, FP-rhodamine activity-based probe; actives 0.5% (n = 340,000); in the data active = inhibition above about 36%;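 also: 0% = enzyme with DMSO and 100% = wells lacking enzyme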
PRMT1 FP inh: PRMT1 methyltransferase inhibitors, primary screen, biochemical, fluorescence polarization; actives 1.3% (n = 370,000); Protein arginine N-methyltransferase 1 (Homo sapiens), Q99873; recombinant PRMT1, activity-based probe fluorescence polarization; inhibition, % at 2.79 µM;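 active = inhibition above about 21% made by adding two undisclosed values, limit read from the data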
Target sequence (Q99873 whole entry, looked up): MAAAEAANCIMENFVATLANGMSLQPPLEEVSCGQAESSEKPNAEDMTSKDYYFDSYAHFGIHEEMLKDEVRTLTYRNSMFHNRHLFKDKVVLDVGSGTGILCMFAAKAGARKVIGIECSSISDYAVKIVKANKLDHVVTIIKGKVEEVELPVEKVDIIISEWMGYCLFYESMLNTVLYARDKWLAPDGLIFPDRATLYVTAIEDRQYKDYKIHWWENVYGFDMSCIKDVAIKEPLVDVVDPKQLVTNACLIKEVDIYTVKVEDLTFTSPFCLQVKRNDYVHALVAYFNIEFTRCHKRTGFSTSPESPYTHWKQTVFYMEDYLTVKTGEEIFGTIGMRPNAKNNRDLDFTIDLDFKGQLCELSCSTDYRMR
LEDGF integ inh: blockers of LEDGF/p75-dependent integrase strand transfer – biochemical, TR-FRET, high throughput, primary screen. HIV-1 integrase (with human LEDGF/p75). TR-FRET IN-LEDGF/p75 DNA integration, Eu/Cy5. inhibition, % at 3.7 µM. actives 0.64% (n = 370,000);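 active = inhibition above the screen-wide mean plus 3 SD, cut at about 13% in these data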;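 also: signal is the Cy5 over europium emission ratio at 671 and 618 nm; 0% = plate median of compound wells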
PG9 binder: binders of HIV-1 gp120 antibody PG9, primary screen, biochemical, TR-FRET. HIV-1 gp120 / PG9 antibody interaction. TR-FRET gp120-PG9 antibody binding. inhibition, % at 6.7 µM. actives 0.43% (n = 360,000). AID 624416, 2012; in the data active = inhibition above about 8.5%
ABHD4 inh: ABHD4 inhibitors, primary screen, biochemical, fluorescence polarization, mouse | (Lyso)-N-acylphosphatidylethanolamine lipase (Mus musculus), Q8VD66 | actives 0.54% (n = 370,000) | purified mABHD4, FP-Rh probe fluorescence polarization | inhibition, % at 8.92 µM | AID 720543, 2013;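 active = inhibition exceeding the mean over every tested compound plus 3 SD, cut at about 30% in these data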;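 also: 0% = plate median of compound wells and 100% = S159A mutant with DMSO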
Target sequence (Q8VD66 whole entry, looked up): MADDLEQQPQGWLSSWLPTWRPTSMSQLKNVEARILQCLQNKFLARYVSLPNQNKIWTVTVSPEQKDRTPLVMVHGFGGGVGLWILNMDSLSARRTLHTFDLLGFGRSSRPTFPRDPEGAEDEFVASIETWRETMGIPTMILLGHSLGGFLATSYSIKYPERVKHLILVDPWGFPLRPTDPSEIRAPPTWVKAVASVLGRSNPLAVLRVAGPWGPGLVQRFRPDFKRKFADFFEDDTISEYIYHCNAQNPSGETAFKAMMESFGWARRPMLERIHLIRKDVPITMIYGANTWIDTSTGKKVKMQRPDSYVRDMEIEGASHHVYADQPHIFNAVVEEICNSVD
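Assay system: Wild-type mouse ABHD4 protein | Medium: HEPES pH 7.0 buffer, 150 mM NaCl, 0.01% Pluronic F-127 | Incubation: Enzyme–compound pre-incubation 45 min, then probe 60 min, both 25 °C | Technique: Fluorescence polarization with parallel and perpendicular emission, 525/598 nm | Evaluation: % inhibition of FP-Rh probe binding versus controls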
TCR CD3 inh: inhibitors of human TCR-CD3 interaction, primary screen, biochemical, fluorescence, TAMRA-labeled TCR probe. T-cell receptor (TCR). inhibition, % at 9.4 µM. actives 0.37% (n = 360,000). AID 651800, 2012; in the data active = inhibition above about 19%;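 also: recombinant mutant TCR 2C K166C tagged with TAMRA read by polarization; 0% = receptor in buffer alone and 100% = receptor with positive control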
Tn7 DDE FP: inhibitors of Tn7 peptide binding to fibrin DD(E), primary screen, biochemical, fluorescence polarization, human fibrin, Tn7 probe. Fibrinogen beta chain (Homo sapiens), P02675. FP displacement of FITC-Tn7 peptide from fibrin DD(E); 0% = median of compound wells per plate. inhibition, % at 8.3 µM. actives 0.13% (n = 370,000). AID 720508, 2013;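 active = inhibition above the mean of compounds falling within the control limits plus 3 SD of them, cut at about 14% in these data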;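 also: 0% = plate median of compound wells and 100% = 10 µM Aha-Tn7 peptide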
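Test system – human fibrin DD(E) · Times – 10 min preincubation, 3 h with tracer, room temperature · Detection – fluorescence polarization of the labelled Tn7 tracer · Measure – percent inhibition normalized to high-control wells · Benchmarks – high control wells with 10 µM unlabelled Aha-Tn7 peptide (full inhibition) · Repeats – singlicate testing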
TDP2 inh: human TDP2 enzyme inhibitors, primary screen, biochemical, epi absorbance, recombinant enzyme | T5PNP hydrolysis, p-nitrophenol absorbance 415 nm | inhibition, % at 12.8 µM | actives 0.34% (n = 370,000);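 active = inhibition above the mean of all tested compounds plus 3 SD, set per campaign, cut at about 25% in these data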;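 also: 0% = DMSO with enzyme and 100% = buffer with substrate but no TDP2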
Target sequence (O95551 whole entry, looked up): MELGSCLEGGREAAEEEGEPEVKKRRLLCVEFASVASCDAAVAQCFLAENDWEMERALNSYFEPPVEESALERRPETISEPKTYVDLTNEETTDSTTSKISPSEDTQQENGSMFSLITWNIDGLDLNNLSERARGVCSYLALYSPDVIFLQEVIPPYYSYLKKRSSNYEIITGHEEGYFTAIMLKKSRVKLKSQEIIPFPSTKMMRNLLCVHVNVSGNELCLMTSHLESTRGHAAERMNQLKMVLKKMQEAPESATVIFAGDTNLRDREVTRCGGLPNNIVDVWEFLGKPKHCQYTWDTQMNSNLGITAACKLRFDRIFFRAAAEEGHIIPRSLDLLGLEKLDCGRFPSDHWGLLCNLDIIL
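Test system: human TDP2 enzyme; Input: 120 nM TDP2 per well; Buffer or medium: Mg2+-containing Tris-HCl buffer, pH 7.5; Reagent: 5 mM T5PNP; Dosing: 12.8 µM single point, 1% DMSO; Incubation: reaction 2 h, 37 °C; Detection: p-Nitrophenol epi absorbance; Read-out: % inhibition relative to enzyme-containing and enzyme-free wells; Replicates: single well per compound.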
* hit, by the source's call; x = no result given.

SMILES	SIAE inh	UHRF1 binding	HTRA1 inhibitor	PRMT1 FP inh	LEDGF integ inh	PG9 binder	ABHD4 inh	TCR CD3 inh	Tn7 DDE FP	TDP2 inh
CCOC(=O)N1CCC(NC(=O)c2cc3c(-c4ccccc4F)nn(C)c3s2)CC1	-3	1	0	0	-2	0.5	0	0	3	2
O=C(NNc1ccccc1C(F)(F)F)c1sccc1Br	25*	-2	-6	-4	0	-3.2	-1	7	-2	8
Brc1ccc(-c2ccc3c(n2)CCCN3Cc2ccccn2)cc1	-7	-1	x	2	5	0.0	-8	2	5	-14
CCc1ccc(OCC(=O)Nc2ccncc2)cc1	-4	2	1	3	0	0.8	-9	-5	1	1
CCCCC(=O)Nc1ccccc1CC	10	2	1	1	-4	-1.0	5	-3	4	6
CCc1cccc(CC)c1NC(=O)C1SC(=Nc2ccccc2C)C(c2nc3ccccc3s2)=C1N (configuration not stated)	-96	-2	-52	-1	-2	9.2*	-55	10	0	-14
O=C1NN=C2CCCCCCCCCCC12 (configuration not stated)	0	0	-2	4	1	-0.5	6	4	7	-1
CCN(CC)CCn1c2c(c(SCC(=O)Nc3cc(C)on3)nc1=O)CCCC2	1	3	1	1	-7	-1.3	-2	1	1	-9
CNC(=O)NC1CCCc2ccccc21 (configuration not stated)	-3	4	4	-4	3	-2.9	-3	0	-1	-13
CCOC(=O)[C@@H]1[C@H]2COc3cc(OC)ccc3[C@@H]2N2C(=O)N(c3ccc(F)cc3)C(=O)[C@@]12C	0	4	-6	1	1	-1.4	-8	-3	1	-5
N=c1nc(SCCC(=O)O)ss1	2	-1	3	-3	-2	0.4	5	4	2	-1
COCCCC1CCN(C(=O)CCc2nnc(CCCCc3ccccc3)o2)CC1	-1	-1	-1	-5	6	-0.1	6	3	-3	10
COc1ccc(-n2nc3c(c2NC(=O)C(C)Oc2ccccc2)CS(=O)(=O)C3)cc1 (configuration not stated)	-6	1	3	-5	4	-0.2	-2	5	4	-9
CC(O)CNc1nc(Cl)c(C#N)s1 (configuration not stated)	2	-2	0	-2	5	-1.1	-5	4	-3	-2
O=c1ccnc(NCCc2ccccc2)[nH]1	-3	6	4	-2	-2	-1.7	-4	-5	2	-20
CC1Cc2cc(/C=C3/SC(=S)N(C)C3=O)ccc2O1 (configuration not stated)	0	4	x	4	-5	0.0	1	-3	1	0
CCCc1cc(=O)[nH]c(-n2[nH]c3c(c2=O)CCCC3)n1	1	-2	5	5	-2	-3.1	1	3	12	7
O=C(CN(Cc1cccs1)C(=O)CNS(=O)(=O)c1ccccc1)NC1CCCC1	-1	0	0	-1	-1	-1.7	0	2	5	-2
Cn1nccc1C(=O)N1CCN(c2ccccc2F)CC1	0	3	10	0	0	-0.9	4	2	8	15
CC(C)c1cc(C(=O)N/N=C/c2ccoc2)c(O)c(C(C)C)c1	-14	-1	-6	1	5	0.8	-8	5	-7	-2
O=C(C1CCCN(S(=O)(=O)c2ccc(F)cc2)C1)N1CCOCC1 (configuration not stated)	-9	0	3	-3	-2	-2.2	2	0	6	3
Cc1ccc(-c2cc(-c3ccccc3)no2)cc1	0	0	-8	4	0	-1.2	-5	0	2	-6
CCCN(CC(=O)Nc1cc(Cl)ccc1Cl)C(=O)c1ccc2n[nH]nc2c1	-8	2	0	-5	3	-3.5	-10	4	-6	-24
CC(C)CC(NC(=O)c1ccccc1)C(=O)OCC(=O)Nc1ccc(Br)cn1 (configuration not stated)	3	5	0	0	7	-1.9	-1	-3	-5	-3
COc1ccc(Cn2cc(CN3CC(N4CCN(C5CCN(C)CC5)CC4)CS3(=O)=O)nn2)cc1 (configuration not stated)	-1	18	x	-4	2	-0.4	7	-3	-3	-1
NC(=O)C1CCN(C2=C(NS(=O)(=O)c3ccc(Cl)cc3)C(=O)c3ccccc3C2=O)CC1	5	-13	14	0	3	-3.6	9	7	-6	11
CN1C=CC=C/C1=C1\SC(=S)N(Cc2ccccc2)C1=O	6	-8	-2	-2	-4	-4.0	-4	2	-1	7
COc1cccc(NC(=O)N2CC[C@@H]3[C@H]2c2cc(-c4cccc(C#N)c4)ccc2N(C)[C@@H]3CO)c1	8	1	x	0	-6	x	10	x	2	8
O=C(N/N=C/c1ccc(C(F)(F)F)cc1)c1ccncc1	-4	0	5	0	-2	-1.2	2	-2	8	-3
CC(=O)Nc1ccc(Nc2nc(C)c([N+](=O)[O-])c(N(C)c3ccccc3)n2)cc1	12	-1	-9	-1	1	-0.5	4	-1	-2	3
COc1ccc(CNC(=O)O[C@H]2CN(C(=O)OC(C)C)N(C(=O)OC(C)C)[C@@H]3CN(S(=O)(=O)c4ccc(C)cc4)C[C@]23O)cc1OC	-3	-1	-5	3	0	-1.1	-5	-11	3	-6
COC(=O)[C@]12CCCCC=C1N(CCc1ccc(OC)c(OC)c1)C(=O)[C@H](CC(=O)NCc1ccc(OC)c(OC)c1)C2	2	4	x	-2	1	0.1	6	6	-1	1
O=C(OCc1ccccc1)c1ccc(NCc2cc(O)ccc2O)cc1	12	-4	12	22*	5	-1.9	20	-1	-4	0
CCc1cc(C(c2cccc(OC)c2)N2CCOCC2)c(NC(=O)c2ccccc2)s1 (configuration not stated)	-6	-3	-37	0	-1	-1.3	-13	-1	11	-11
CC(=O)/C(C(=N)N1CCN(C(c2ccccc2)c2ccccc2)CC1)=C(\C)O	8	8	11	-4	-6	1.6	-3	-5	-3	-10
Cc1ccc(SCC(=O)OCC(=O)NCc2ccco2)cc1	-15	0	15	3	3	-1.8	-9	3	2	-19
COc1ccc(/C=N/NC(=O)Nc2cccc3nsnc23)cc1	1	-4	-5	-2	-1	-1.0	-9	4	6	7
CC(C)CC(NC(=O)C1CCC(C)CC1)C(=O)N1CCN(c2ccccn2)CC1 (configuration not stated)	-5	1	2	6	1	-3.4	-1	-7	0	3
Cc1cc(C(=O)COC(=O)C2COc3ccccc3O2)c(C)n1CC1CCCO1 (configuration not stated)	3	-2	-1	1	1	-0.5	4	-3	1	9
CN(C)S(=O)(=O)c1ccc(NC(=O)CSc2n[nH]c(=O)n2C2CC2)cc1	1	-1	-1	-3	0	-2.8	0	9	-6	1
CN(C)S(=O)(=O)c1ccc2nc(COCc3nc4ccc(S(=O)(=O)N(C)C)cc4[nH]3)[nH]c2c1	-12	5	x	-5	2	x	0	x	-6	-4
Cc1ccccc1CN1C(=O)CSc2ccc(C(=O)N3CCOCC3)cc21	2	0	5	0	1	0.2	-3	1	-3	-1
O=[N+]([O-])c1c(Nc2cccc(O)c2)cc(Cl)c2nonc12	-3	-7	8	60*	1	1.5	14	9	5	-9
CCCCNC(=O)CCCCCn1c(=O)[nH]c2cc(C(=O)OC)ccc2c1=O	1	3	-6	0	-3	0.7	0	13	5	16
COc1ccc(S(=O)(=O)Nc2cc(C(=O)NCCC(C)C)ccc2N2CCOCC2)cc1	-3	5	-6	-1	6	-4.5	-8	0	-4	-30
CCn1nc(C)c(CNC(=O)C2CCC(=O)N(Cc3cccc(F)c3)C2)c1C (configuration not stated)	-1	-1	4	-1	-4	-0.9	1	7	1	-3
CN1CCN(S(=O)(=O)c2cccc(C(=O)N(Cc3nnc(-c4ccc(Cl)cc4)o3)C3CC3)c2)CC1	0	3	1	4	-2	1.1	-14	-1	-2	-14
CCn1cc(CNC(=O)NC2CCCCC2)c(C)n1	-2	-2	-6	1	0	0.7	3	6	-2	-7

Single entries from the list:
For Tn7 DDE FP, CN(C)S(=O)(=O)c1ccc(NC(=O)CSc2n[nH]c(=O)n2C2CC2)cc1 shows -6
For TCR CD3 inh, O=[N+]([O-])c1c(Nc2cccc(O)c2)cc(Cl)c2nonc12 shows 9

Among those listed so far, 2 contain a CF3 group.
SMILES	SIAE inh	UHRF1 binding	HTRA1 inhibitor	PRMT1 FP inh	LEDGF integ inh	PG9 binder	ABHD4 inh	TCR CD3 inh	Tn7 DDE FP	TDP2 inh
O=C(NNc1ccccc1C(F)(F)F)c1sccc1Br	25*	-2	-6	-4	0	-3.2	-1	7	-2	8
O=C(N/N=C/c1ccc(C(F)(F)F)cc1)c1ccncc1	-4	0	5	0	-2	-1.2	2	-2	8	-3

Carrying on:
SMILES	SIAE inh	UHRF1 binding	HTRA1 inhibitor	PRMT1 FP inh	LEDGF integ inh	PG9 binder	ABHD4 inh	TCR CD3 inh	Tn7 DDE FP	TDP2 inh
NC1=NC[C@H](Cc2ccccc2)N1CCCCC1CCCCC1	9	8	-31	-1	-2	-3.0	23	-3	-6	-4
CCC(NC(=O)c1cc(COc2ccc(OC)cc2Cl)on1)c1ccncc1 (configuration not stated)	4	4	-5	-1	2	-2.4	-9	-3	-1	-2
Cc1ccc(C)c(S(=O)(=O)NCc2ccc(C(=O)NCc3ccco3)cc2)c1	2	-2	-14	0	-1	-0.6	-2	-5	-3	5
CCCCSCCCNC(=O)c1cn(C)c2ccc(S(=O)(=O)N3CCCC3)cc2c1=O	5	0	-1	2	3	0.1	-6	-7	-4	5
CC(=O)NCCNC(=O)C1(C)Cc2c(-c3ccc(NC(C)=O)cc3)ccnc2O1 (configuration not stated)	-6	-1	x	-1	1	-1.9	3	0	1	6
CCCCCCn1c(SCC(=O)NC2CCS(=O)(=O)C2)nc2ccccc2c1=O (configuration not stated)	2	0	-2	-2	-1	1.0	4	4	-1	-5
CNC(=S)N(Cc1ccco1)Cc1cc2cc(OC)c(OC)cc2[nH]c1=O	11	2	-2	6	-5	0.8	8	-1	-1	8
CCOc1ccccc1C(=O)OCC(=O)NCC1CCCO1 (configuration not stated)	-2	-1	6	2	-3	1.1	0	-2	4	10
Cc1cnnn1-c1cccc([N+](=O)[O-])c1	2	-1	-1	0	1	-3.2	-2	9	-2	-6
CN(CC(=O)Nc1ccc(C#N)cc1)Cc1ccc(Cl)c(Cl)c1	-5	-1	-19	-1	-1	0.8	-9	-2	1	-2

Compounds as they come. About 4.2% of those tested had a hit in this group.
